Source: PubChem (National Center for Advancing Translational Sciences (NCATS))
PTHR1 ag = activates the human parathyroid hormone receptor PTHR1; 410,000 tested, 0.075% active; AID 743266; Potency, µM (doses to about 115 µM), inactives show top-dose activation, hits mostly activators; HEK293 GP2 PTHR1 cells, GloSensor cAMP luminescence, 1 h; Q03431; further: potency means the concentration at half of the fitted maximal effect; nearly all actives have a fitted effect of over 55% in size; some results filed as inactive show a strong effect at the top dose; inactives centre near -15; many of its hits are not listed in these tables
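HEK-293-derived GP2 cells expressing PTHR1 and a GloSensor cAMP reporter, 3,000/well, plated overnight, given luciferin plus IBMX (each 0.5 mM as added) for 1 h at 37 °C, then compound for 1 h at 37 °C. Luminescence was read after 15 min at room temperature.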
GLP-1R inv ag = GLP-1 receptor (human) inverse agonism; P43220; HEK293 GLP-1R CRE-luciferase, luminescence, 24 h; GLP-1R form is constitutively active; Potency, µM (titrated, usually from 38.3 µM), for inactives: at the highest dose activity change, negative = inhibition, actives largely listed as inhibitors; 410,000 tested, 1.6% active; further: potency means the concentration at half of the fitted maximal effect; on the % scale 0 is the no-effect control and ±100 the full control effect; nearly all actives have a fitted effect of over 55% in size
Target sequence (P43220 whole entry, looked up): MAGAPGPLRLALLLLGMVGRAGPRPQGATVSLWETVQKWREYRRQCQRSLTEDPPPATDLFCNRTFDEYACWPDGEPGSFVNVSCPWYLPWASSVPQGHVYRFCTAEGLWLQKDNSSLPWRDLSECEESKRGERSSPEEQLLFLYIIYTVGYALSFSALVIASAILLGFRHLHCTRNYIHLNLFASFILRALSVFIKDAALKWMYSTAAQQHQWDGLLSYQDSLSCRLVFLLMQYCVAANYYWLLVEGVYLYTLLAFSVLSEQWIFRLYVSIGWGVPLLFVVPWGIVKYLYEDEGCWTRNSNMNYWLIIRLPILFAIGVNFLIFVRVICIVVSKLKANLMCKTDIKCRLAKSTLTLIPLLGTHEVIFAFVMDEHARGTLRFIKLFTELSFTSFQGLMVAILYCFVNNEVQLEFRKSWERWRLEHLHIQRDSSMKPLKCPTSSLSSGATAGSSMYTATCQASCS
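Constitutively active GLP-1R drives a cAMP-responsive luciferase in stably transfected HEK293 cells; test compounds are added after overnight (12 h) attachment and left 24 hr, and signal loss in luminescence marks inhibition.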
EPAC1 ag = EPAC1 (human) agonism; AID 720707; EPAC1 agonist qHTS, biochemical assay; response scale: 100% = response to 6.5 mM cAMP; 360,000 tested, 0.073% active; O95398; Potency, µM (highest dose often 154 µM), inactives show at the top dose activation, hits mostly activators; further: potency means the concentration at half of the fitted maximal effect; nearly all actives have a fitted effect of over 60% in size
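EPAC1 100 nM, Rap1B–BODIPY-GDP 250 nM, unlabeled GDP 50 uM; compound titration; 5 min RT; kinetic read ex480/em540 at 5-min intervals ×30 min; data normalized to 6.5 mM cAMP agonist control.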
GLP1R ag = activates the human GLP-1 receptor; HEK293 GLP-1R CRE-luciferase, luminescence, 4-6 h; cells express a hypersensitive GLP-1R form; Potency, µM (doses to about 45.6 µM), inactives show top-dose activation, usual class: activators; 380,000 tested, 0.007% active; further: potency means the concentration at half of the fitted maximal effect; % of control where 0% means no effect
PI5P4Ka inh = inhibitors of human PI5P4K alpha. AID 652105. max response, %. 330,000 tested, 1.2% active. PI5P4Kalpha enzyme, ADP-Glo luminescence, 60 min; active compounds read low; active means max response of -50% or lower; inconclusive means between -30% and -50%; inactive means -30% or higher; further: value at the top dose of about 77 µM; on the % scale 0 is the no-effect control and ±100 the full control effect
Target sequence (P48426 whole entry, looked up): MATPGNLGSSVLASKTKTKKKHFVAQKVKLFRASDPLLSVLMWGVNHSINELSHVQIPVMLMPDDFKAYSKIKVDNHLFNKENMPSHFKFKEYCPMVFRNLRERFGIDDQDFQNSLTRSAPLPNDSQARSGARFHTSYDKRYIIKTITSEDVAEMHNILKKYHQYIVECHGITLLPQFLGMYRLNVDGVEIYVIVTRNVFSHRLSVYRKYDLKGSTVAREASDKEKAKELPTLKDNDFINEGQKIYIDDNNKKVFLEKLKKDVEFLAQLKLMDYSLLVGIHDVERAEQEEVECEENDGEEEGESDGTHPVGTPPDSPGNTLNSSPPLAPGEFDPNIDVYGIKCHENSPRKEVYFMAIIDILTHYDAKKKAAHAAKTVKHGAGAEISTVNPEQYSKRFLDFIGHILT
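Single end-point luminescence (ADP-Glo) quantified ADP from PI5P4Kalpha turnover; ATP 5 microM final, 1 h at RT, 0.1% CHAPS and 0.28 mM EGTA in HEPES pH 7.4.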
IL-2 act = IL-2 activation. IL-2 activation reporter assay, cell-based qHTS; stimulated with anti-CD3/CD4/CD28 beads; in transgenic mouse T cells. activation, % (series mostly up to about 46 µM). 360,000 tested, 0.065% active; in the data active means activation above about 50%; inconclusive means mostly about 30% to 49%; further: 0% is about no effect
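Readout: EGFP and DsRed signals by fluorescent plate cytometry. Unstimulated transgenic mouse T cells received compound 60 min before antibody-bead stimulation, then incubated 18 h at 37 degrees C.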
PLK1 PBD inh = PLK1 (human) polo-box domain binding inhibition; Plk1 PBD binding of FITC phosphopeptide, fluorescence polarization; Potency, µM, for the others: max response, negative = inhibition, actives largely listed as inhibitors; 360,000 tested, 2.8% active; P53350; AID 720504; further: potency means the concentration at half of the fitted maximal effect; series mostly up to about 57 µM; on the % scale 0 is the no-effect control and ±100 the full control effect; nearly all actives have a fitted effect of over 65% in size
EPAC1 antagonist = blocks human EPAC1 exchange factor; EPAC1 GEF assay, Rap1b-BODIPY-GDP exchange fluorescence; O95398; Potency, µM (highest dose often 115 µM), for the others: at the top dose activity change, negative = inhibition, most hits filed as inhibitors; 360,000 tested, 0.14% active;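 further: potency means the concentration at half of the fitted maximal effect; plate controls were vehicle for no effect and positive control for full effect; nearly all actives have a fitted effect of over 50% in size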
HEK293 tox = cytotoxic in the GLP-1 receptor inverse agonist counter-screen. HEK293 cAMP-luciferase reporter cells, luminescence, 24 h. Potency, µM (series often up to 38.3 µM), without a hit: at the top dose activity change, negative = inhibition, hits mostly inhibitors. 410,000 tested, 0.13% active. AID 624418;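 further: loss of luciferase light is scored as toxicity; potency means the concentration at half of the fitted maximal effect; on the % scale 0 is the no-effect control and ±100 the full control effect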
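Luminescence readout: signal drop marks cytotoxicity. Plated cells grew 12 h at 37 °C, 5% CO2, received 23 nL compound for 24 h, then got luciferase reagent, read after 12 min at RT.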
The depositor's hits bear a star; i = inactive; ? = inconclusive; . = no result given; [ ] = remark or other dose. Unless noted, the call rests on the fitted dose curve; in most records, active means well fitted curve in the direction sought with a large enough effect; inconclusive means small, poorly fitted or top-dose-only effect, or another doubt; inactive means no such curve, though single readings can be large; an effect the other way counts as inactive or inconclusive.

Results follow in this order: PTHR1 ag	GLP-1R inv ag	EPAC1 ag	GLP1R ag	PI5P4Ka inh	IL-2 act	PLK1 PBD inh	EPAC1 antagonist	HEK293 tox
CCC(C)c1ccccc1N1CC(C(=O)N2CCN(C(=O)c3ccco3)CC2)CC1=O (stereo not drawn)
→ 19%	-31%	-9%	5%	6	-0.5	-13%	-3%	4%
CCOc1cc(CN2CCCC(CO)(Cc3ccc(F)cc3F)C2)ccc1OC (stereo not drawn)
→ -7%	?	-6%	-3%	0	0.4	-9%	0%	-6%
O=Cc1ccc(-c2ccccc2OC(F)(F)F)o1
→ i	-17%	-1%	-19%	-7	-0.5	0%	-5%	8%
Cc1ccc(-n2c(-c3ccccc3)n[nH]c2=S)cc1
→ -1%[57.5 µM]	6%	22%	-6%	9	0.3	?	0%	?
CC1(C(=O)NS(=O)(=O)c2ccccc2C(F)(F)F)CCN1C(=O)CCC1CCCC1 (stereo not drawn)
→ -20%	9%	1%	-4%	0	0.1	-1%	-6%	-11%
CC1C(=O)N2CCCc3cc(NC(=O)C(=O)NCc4cccnc4)cc1c32 (stereo not drawn)
→ i	20%	-11%	12%	-1	-0.1	-2%	7%	-6%
COc1ccc(/C=C\C(=O)c2c(O)ccc3c(C)cc(=O)oc23)cc1OC
→ -2%	-73%	-4%	-21%	0	-0.5	-3%	-7%	?
CCc1nc2ccccc2c2nc3ccccc3n12
→ -13%	-24%	5%	1%	0	0.1	-7%	3%	-12%
CCCOc1ccc(F)cc1-c1cc(C(=O)Nc2ccc(OC)cc2C)[nH]n1
→ i	?	-1%	-11%	-5	0.8	4%	-6%	-1%
COC1=C/C(=C/c2c(N)n3nc(CC(=O)N4CCCC4)sc3nc2=O)C=CC1=O
→ -52%[inhibitor]	14%	7%	0%	-56*	5.9	11%	14%	172%[activator]
CCOc1cc(CNCCO)cc(Br)c1OCc1cccs1
→ -13%	?	3%	-1%	.	-3.4	-1%	-2%	8%
O=C(CSc1ccccn1)c1ccc2c(c1)OCO2
→ -18%[57.5 µM]	0%	4%	3%	.	-0.6	?	8%	2%
O=S(=O)(c1ccc2c(c1)nc1n2CCC1)N1CCOCC1
→ i	0%	1%	-7%	.	-2.0	-7%	12%	-9%
CC(C)=CCC(C)(C)C1OCCN1C(=O)Nc1ccccc1 (stereo not drawn)
→ i	0%	9%	-10%	0	-3.7	1%	-2%	-15%
CC(N)c1csc(Nc2nncc3ccccc23)n1 (stereo not drawn)
→ -19%	16%	-6%	13%	19	3.6	-6%	1%	-14%
N#CCCn1cc(C(=O)NCc2ccccc2)c(-c2cccs2)n1
→ i	-7%	-1%	-3%	9	-2.6	7%	-13%	-4%
COC(=O)Nc1ccc(S(=O)(=O)N2CCCC(C(=O)NCC3CCCO3)C2)cc1 (stereo not drawn)
→ -18%	9%	-12%	-2%	-4	0.0	3%	-10%	5%
O=C(O)CNC(=O)CC12CC3CC(CC(C3)C1)C2
→ i	3%	0%	-18%	-3	-2.4	0%	-1%	5%
O=C(NC(=S)NCc1cccnc1)c1cccc2ccccc12
→ i	-7%	-5%	10%	0	-0.5	-15%	10%	-2%
COc1cccc(C2CC(c3ccc(Cl)cc3Cl)n3nc(N)nc3N2)c1 (stereo not drawn)
→ -7%	?	-8%	-1%	7	-2.1	-10%	-21%	9%
CCCCNC(=O)COC(=O)C1CCN(S(=O)(=O)c2ccc3c(c2)OCCO3)CC1
→ -35%[inhibitor]	0%	0%	6%	-8	1.4	-9%	2%	0%
CCSc1nc(O)c(C(c2cccc(OC)c2)c2c(O)nc(SCC)[nH]c2=O)c(=O)[nH]1
→ i	4%	-5%	-1%	-59*	1.1	-22%	-2%	4%
CCc1nnc(NC(=O)C2CC(=O)N(CCc3ccccc3)C2)s1 (stereo not drawn)
→ i	19%	7%	2%	-6	-1.4	?	3%	-7%
CC(C)C(C(=O)Nc1nccs1)c1ccc(Cl)cc1 (stereo not drawn)
→ -19%	?	-8%	0%	2	8.3	-13%	-4%	4%
COc1ccc(NC(=O)CSc2nnnn2-c2ccc(OC)cc2)cc1
→ -27%	0%	-3%	1%	2	-0.8	-5%	-9%	7%
O=C(CNC(=O)c1ccccc1)N/N=C/c1ccc([N+](=O)[O-])o1
→ -3%	-4%	-12%	-3%	-1	0.6	-6%	3%	?
CCCOc1ccc(N2CC(C(=O)NC3=NCCS3)CC2=O)cc1 (stereo not drawn)
→ i	-2%	3%	1%	3	-2.7	8%	?	-12%
CN(C)S(=O)(=O)c1ccc(N2CCCC2)c(C(=O)Nc2ccccc2Br)c1
→ -10%	12%	6%	18%	10	0.9	2%	-7%	-9%
Cc1ccc(CNC(=O)CN2C(=O)CSc3ccc(S(=O)(=O)N4CCCCC4)cc32)cc1
→ i	?	9%	0%	-2	-4.7	?	-23%	-4%
CCCC1=C(C(=O)OCC)C(c2ccco2)C(C#N)=C(N)O1 (stereo not drawn)
→ i	-1%	-4%	-1%	1	-2.2	-12%	?	-3%
COc1ccccc1CNC(=O)N[C@@H](Cc1ccccc1)C(=O)O
→ -1%[57.5 µM]	-2%	0%	0%	2	-0.8	2%	-10%	5%
COc1ccc(C)cc1NC(=O)COC(=O)C1CCN(C(=O)c2ccc(Cl)cc2)CC1
→ -7%	-19%	-2%	9%	4	3.7	-1%	-16%	-9%
CCOC(=O)C(C)Sc1nnc(-c2c[nH]c3ccccc23)n1C (stereo not drawn)
→ i	1%	-16%	2%	1	0.7	0%	1%	4%
O=C(CN1C(=O)NC(c2ccccc2)(c2ccccc2)C1=O)NCc1cccs1
→ i	?	-6%	-2%	-7	0.2	1%	19%	-21%
CC(Oc1ccccc1F)c1nnc(SCC(=O)c2c(N)n(C3CC3)c(=O)[nH]c2=O)o1 (stereo not drawn)
→ -21%	-35%	6%	3%	-1	0.2	-9%	-4%	-7%
COC(=O)c1ccc(CSc2nnc(CS(=O)Cc3ccc(Br)cc3)n2-c2ccccc2)cc1 (stereo not drawn)
→ i	?	2%	13%	1	0.0	4%	0%	-16%
CCOC(=O)c1[nH]c(C)c(C(=O)Nc2ccc(Cl)cc2)c1C
→ i	-22%	0%	8%	2	-1.7	-10%	?	2%
O=C(c1cc2cc(F)ccc2[nH]1)N1CCN(Cc2ccc3c(c2)OCO3)CC1
→ -58%[inhibitor]	-63%	6%	0%	2	2.6	-3%	3%	-18%
C=CCNC(=O)/C(C#N)=C/c1c(C)nn(-c2ccccc2)c1Cl
→ -37%	?	-10%	8%	-2	0.3	-17%	-12%	-17%
CCCn1cnc2cc(NCc3ccccn3)ccc21
→ i	-30%	11%	-4%	-1	-0.5	-2%	-1%	-4%
COc1ccc(Cl)cc1NS(=O)(=O)c1cccc2cccnc12
→ -14%	-10%	3%	4%	10	-2.6	1%	0%	-14%
O=C(CCc1ccc(O)c(O)c1)N/N=C/c1ccc2c(c1)OCO2
→ -60%[inhibitor]	66%[activator]	11%	5%	-21	2.4	-1%	-7%	-14%
CCCSc1nc(SCC(=O)NCc2ccccc2)c2c3c(sc2n1)COC(C)(C)C3
→ i	0%	2%	-1%	.	-0.2	-4%	-1%	4%
CCN1C(=O)C2C(c3ccccc3F)NC(Cc3ccc(O)cc3)(C(=O)OC)C2C1=O (stereo not drawn)
→ -19%	4%	0%	0%	2	1.4	6%	-5%	-11%
N#CC1=C(SCC(=O)NCc2ccccc2)NC(=O)CC1c1ccco1 (stereo not drawn)
→ i	-7%	-9%	2%	-30	0.6	9.5µM*	15%	-1%
CCCCN(C=O)c1c(CC)nc2ccc(C(=O)NCCc3ccccn3)cn12
→ 3%	-19%	-6%	0%	-2	2.0	-3%	-7%	-2%
Cc1ccc(C(=O)N/N=C\c2sccc2C)cn1
→ -2%	-8%	5%	4%	0	0.5	-18%	-3%	-26%
CCOC(=O)c1c(NC(=O)Cc2cccs2)sc(C(=O)NC2CCCCC2)c1C
→ -8%[57.5 µM]	-5%	-6%	-5%	-2	-1.6	0%	7%	-3%
COc1ccc2c(c1)c1c(c(=O)n(-c3ccc(F)c(Cl)c3)c(=O)n1Cc1ccccc1C)n2C
→ -1%	11%	.	-1%	.	.	.	.	-1%
O=C(CSc1nnc2ccc(-c3ccc(F)cc3)nn12)N1CCOCC1
→ i	-16%	-3%	0%	3	1.3	2%	-10%	9%
N#Cc1nc(COc2ccc(-c3ccccc3)cc2)oc1NCCCN1CCOCC1
→ -10%[57.5 µM]	?	16%	-2%	2	-0.6	2%	-2%	-21%
CCOC(=O)N1CCN(C(=O)c2ccc(S(=O)(=O)Nc3cccc(C(F)(F)F)c3)cc2)CC1
→ -26%	-8%	-2%	10%	0	-0.6	-4%	-17%	1%
Cc1[nH]ccc(=O)c1Cc1c(Cl)cccc1Cl
→ i	4%	-4%	1%	1	0.8	1%	-15%	3%
Cc1cc(C)c(NS(=O)(=O)c2ccc(NC(=O)CCC(=O)O)cc2)c(C)c1
→ i	21%	-1%	?	-8	-0.1	-17%	-7%	9%
CC(N)c1csc(Nc2ccc(C(=O)NCCCO)cn2)n1 (stereo not drawn)
→ i	1%	-13%	0%	-4	0.3	10%	-1%	-7%

Record cards (already shown). Screens in order: PTHR1 ag, GLP-1R inv ag, EPAC1 ag, GLP1R ag, PI5P4Ka inh, IL-2 act, PLK1 PBD inh, EPAC1 antagonist, HEK293 tox
`Cc1cc(C)c(NS(=O)(=O)c2ccc(NC(=O)CCC(=O)O)cc2)c(C)c1` reads i, 21%, -1%, ?, -8, -0.1, -17%, -7%, 9%
`Cc1[nH]ccc(=O)c1Cc1c(Cl)cccc1Cl` reads i, 4%, -4%, 1%, 1, 0.8, 1%, -15%, 3%
`N#Cc1nc(COc2ccc(-c3ccccc3)cc2)oc1NCCCN1CCOCC1` reads -10%[57.5 µM], ?, 16%, -2%, 2, -0.6, 2%, -2%, -21%
`CC(N)c1csc(Nc2ccc(C(=O)NCCCO)cn2)n1` (stereo not drawn) reads i, 1%, -13%, 0%, -4, 0.3, 10%, -1%, -7%

An excerpt (hit frequency here may not be typical).
